OX1R antagonist – blocks the human orexin 1 receptor; CHO/OX1R cells, Fluo-8 calcium fluorescence, orexin A; inhibition, % at 5 µM; 0.43% of 330,000 active; AID 434989;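 active = inhibition above its plate's threshold, mean inhibition of all tested compounds on the plate plus 3 SD, cut at about 37% in these data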;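 note: 0% = orexin A challenge wells and 100% = SB-334867-A antagonist wells; not every result past the cut was called active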
Target sequence (O43613 whole entry, looked up): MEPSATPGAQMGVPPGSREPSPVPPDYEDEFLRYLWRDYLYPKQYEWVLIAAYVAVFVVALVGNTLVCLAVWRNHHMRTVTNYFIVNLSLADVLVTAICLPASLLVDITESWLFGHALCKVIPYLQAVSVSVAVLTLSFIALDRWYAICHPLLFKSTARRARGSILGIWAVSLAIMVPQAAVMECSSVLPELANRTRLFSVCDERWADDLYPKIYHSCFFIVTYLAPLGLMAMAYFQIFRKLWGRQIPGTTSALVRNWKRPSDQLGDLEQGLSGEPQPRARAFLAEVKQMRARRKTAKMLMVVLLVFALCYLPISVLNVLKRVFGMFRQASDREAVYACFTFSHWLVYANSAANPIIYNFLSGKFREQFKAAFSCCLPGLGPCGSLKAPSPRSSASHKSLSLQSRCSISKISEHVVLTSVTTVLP
CHT PAM – human CHT allosteric activation; Q9GZV3; CHT-expressing cells, membrane potential dye, choline EC20; stronger effect = higher value; LV-AA mutant CHT in HEK293 cells; B-score at 10 µM; 0.49% of 310,000 active;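 active = initial fluorescence not abnormally high and integrated response B-score, plate-corrected, over 3 SD above library mean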
Target sequence (Q9GZV3 whole entry, looked up): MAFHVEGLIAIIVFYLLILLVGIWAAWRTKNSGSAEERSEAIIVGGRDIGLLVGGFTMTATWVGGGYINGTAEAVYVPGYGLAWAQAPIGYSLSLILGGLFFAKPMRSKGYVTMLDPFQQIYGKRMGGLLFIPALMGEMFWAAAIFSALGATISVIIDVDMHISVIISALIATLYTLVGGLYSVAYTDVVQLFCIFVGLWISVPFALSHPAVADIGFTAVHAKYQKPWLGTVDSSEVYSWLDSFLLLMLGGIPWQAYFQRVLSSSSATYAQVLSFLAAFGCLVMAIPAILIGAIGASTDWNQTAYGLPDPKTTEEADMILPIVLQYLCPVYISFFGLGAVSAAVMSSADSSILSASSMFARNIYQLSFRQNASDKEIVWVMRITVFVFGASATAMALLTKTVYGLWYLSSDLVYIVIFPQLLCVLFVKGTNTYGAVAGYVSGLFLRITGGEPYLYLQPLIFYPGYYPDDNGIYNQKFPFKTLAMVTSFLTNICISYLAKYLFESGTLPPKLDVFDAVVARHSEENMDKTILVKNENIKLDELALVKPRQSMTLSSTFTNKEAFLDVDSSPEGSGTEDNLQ
Active calls of the source: *.

Sample of the layout:
How did Cc1ccc(N2N=C(c3ccc(Br)cc3)CCC2=O)cc1 do in these assays?
OX1R antagonist: -11; CHT PAM: inactive

Results for CC(=O)Nc1cccc(NC(=O)Nc2ccc(F)cc2F)c1 ?
OX1R antagonist: -5; CHT PAM: inactive

How did CCOC(=O)C1CCCN(CCC(=O)Nc2cc(OC)ccc2OC)C1 (stereo not given) do in these assays?
OX1R antagonist: -31; CHT PAM: inactive

What do the screens show for `CC(=O)c1cccc(NC(=O)NN2CCN(C)CC2)c1`?
OX1R antagonist: -9; CHT PAM: inactive

Main list (from the top)
How did Cc1ccc(N2N=C(c3ccc(Br)cc3)CCC2=O)cc1 do in these assays?
OX1R antagonist: -11; CHT PAM: inactive

Results for CC(=O)Nc1cccc(NC(=O)Nc2ccc(F)cc2F)c1 ?
OX1R antagonist: -5; CHT PAM: inactive

How did CCOC(=O)C1CCCN(CCC(=O)Nc2cc(OC)ccc2OC)C1 (stereo not given) do in these assays?
OX1R antagonist: -31; CHT PAM: inactive

What do the screens show for `CC(=O)c1cccc(NC(=O)NN2CCN(C)CC2)c1`?
OX1R antagonist: -9; CHT PAM: inactive

Results for Cc1cccn2c(=O)nc(SCC(=O)N3CCC(Cc4ccccc4)CC3)nc12 ?
OX1R antagonist: -15; CHT PAM: inactive

How did COCCSc1nc2c(c(=O)[nH]c(=O)n2C)n1Cc1cccc(C)c1 do in these assays?
OX1R antagonist: -22; CHT PAM: inactive

What do the screens show for `COCCNC(=O)COc1cc(=O)n(C)c2ccccc12`?
OX1R antagonist: -4; CHT PAM: inactive

How did Cc1cc(SC(C)C(=O)Nc2ncc(Cl)cc2Cl)nc2ccccc12 (stereo not given) do in these assays?
OX1R antagonist: -17; CHT PAM: inactive

How did CCc1ccc(NC(=O)CS(=O)CC(=O)NCCCc2ccccc2)cc1 (stereo not given) do in these assays?
OX1R antagonist: 1; CHT PAM: inactive

Results for CCC(=O)Nc1ccc(C(=O)COC(=O)Cc2ccsc2)cc1 ?
OX1R antagonist: -10

Results for FC(F)(F)c1ccccc1NC(=S)N1CCc2ccccc2C1 ?
OX1R antagonist: -14; CHT PAM: inactive

How did CC1CC2(CC(C)(C(=O)CSc3n[nH]c(-c4ccccc4Cl)n3)OC2=O)C(=O)O1 (stereo not given) do in these assays?
OX1R antagonist: -19; CHT PAM: inactive

Results for Cc1c(C(=O)N2CCCC2)sc(NC(=O)c2cccs2)c1C#N ?
OX1R antagonist: -19; CHT PAM: inactive

How did CCn1c(C)[n+](CC(O)COCC2CC=CCC2)c2ccccc21 (stereo not given) do in these assays?
OX1R antagonist: -11; CHT PAM: inactive

How did Cc1ccc(C)c(-c2csc(Nc3ncccn3)n2)c1 do in these assays?
OX1R antagonist: -14; CHT PAM: inactive

How did Cc1cc(=O)oc2c(CN3CC(C)OC(C)C3)c(O)c(Cl)cc12 (stereo not given) do in these assays?
OX1R antagonist: -40; CHT PAM: inactive

What do the screens show for `O=C(CCN=C1NS(=O)(=O)c2ccccc21)OCC(=O)c1ccc(F)cc1`?
OX1R antagonist: 10; CHT PAM: inactive

How did CC(=O)c1c(C)[nH]c(C(=O)OCC(=O)Nc2cc(S(=O)(=O)N3CCCCC3)ccc2C)c1C do in these assays?
OX1R antagonist: -13; CHT PAM: inactive

How did COc1cc(/C=C2\SC(=S)N(NC(=O)c3ccncc3)C2=O)ccc1O do in these assays?
OX1R antagonist: 20; CHT PAM: inactive

How did CC(C)N(CCCNC(=O)Cn1c(=O)c2cccn2c2ccccc21)Cc1ccccc1 do in these assays?
OX1R antagonist: 28; CHT PAM: inactive

What do the screens show for `COc1ccc(C2C(C(=O)NCc3ccccc3)=C(C)Nc3ncnn32)cc1OC` (stereo not given)?
OX1R antagonist: -15; CHT PAM: inactive

How did COc1ccc(CNC(=O)c2cccc(N(C)C)c2)cc1 do in these assays?
OX1R antagonist: -14; CHT PAM: inactive

What do the screens show for `CC(NC(=O)COC(=O)c1ccc(N2CCCC2=O)cc1)c1ccc(F)cc1` (stereo not given)?
OX1R antagonist: -27

What do the screens show for `O=C(CCn1c(=S)[nH]c2ccccc2c1=O)NCCc1ccccc1`?
OX1R antagonist: -23; CHT PAM: inactive

What do the screens show for `Cc1nc2ccccc2c(=O)n1N`?
OX1R antagonist: -11; CHT PAM: inactive

Results for CC[n+]1c(/C=C/Nc2ccccc2)sc2ccccc21 ?
OX1R antagonist: -21; CHT PAM: inactive

Results for NS(=O)(=O)c1cccc(NC(=O)COC(=O)c2cc([N+](=O)[O-])ccc2N2CCCC2)c1 ?
OX1R antagonist: -8

Results for COc1cccc(N2CCN(C(=O)c3cccnc3)CC2)c1 ?
OX1R antagonist: -9; CHT PAM: inactive

How did CC1CCN(c2nc(-c3ccccc3)c(C#N)c(=O)[nH]2)CC1 do in these assays?
OX1R antagonist: 6; CHT PAM: inactive

How did CCCNC(=O)C1CC(c2ccc(C(F)(F)F)cc2)=NO1 (stereo not given) do in these assays?
OX1R antagonist: -3; CHT PAM: inactive

How did O=C(CCNS(=O)(=O)c1ccccc1C(F)(F)F)NCCCN1CCOCC1 do in these assays?
OX1R antagonist: -2

How did Cc1ccc(Cn2ncc3c(N4CCN(C)CC4)ncnc32)cc1 do in these assays?
OX1R antagonist: -8; CHT PAM: inactive

How did COc1ccccc1CC(=O)Nc1ccc2[nH]ncc2c1 do in these assays?
OX1R antagonist: -8; CHT PAM: inactive

What do the screens show for `CC1(C)Cc2c(sc(NC(=O)c3ccc(C(=O)c4ccccc4)cc3)c2C#N)C(C)(C)N1`?
OX1R antagonist: -9; CHT PAM: inactive

How did COC(=O)c1ccccc1NC(=O)C1CC(=O)N(c2ccc(F)cc2)C1 (stereo not given) do in these assays?
OX1R antagonist: -17; CHT PAM: inactive

Results for COc1ccc2oc(C(=O)N3CCN(C(c4ccccc4)c4ccccc4)CC3)c(C)c2c1 ?
OX1R antagonist: -24; CHT PAM: inactive

Among those listed so far, 3 have a thiophene ring, fused or not.
Results for CCC(=O)Nc1ccc(C(=O)COC(=O)Cc2ccsc2)cc1 ?
OX1R antagonist: -10

Results for Cc1c(C(=O)N2CCCC2)sc(NC(=O)c2cccs2)c1C#N ?
OX1R antagonist: -19; CHT PAM: inactive

What do the screens show for `CC1(C)Cc2c(sc(NC(=O)c3ccc(C(=O)c4ccccc4)cc3)c2C#N)C(C)(C)N1`?
OX1R antagonist: -9; CHT PAM: inactive

Next part
What do the screens show for `Cc1cc(C)n2nc(Cc3ccccc3)nc2n1`?
OX1R antagonist: -3; CHT PAM: inactive

What do the screens show for `COc1ccccc1NC(=S)N1CCNC(=O)C1CC(=O)Nc1cccc(C)c1` (stereo not given)?
OX1R antagonist: -3; CHT PAM: inactive

How did COc1ccc(C(CNC(=O)c2ccc(OC)c(S(=O)(=O)N3CCCC3)c2)N2CCCC2)cc1 (stereo not given) do in these assays?
OX1R antagonist: -23

What do the screens show for `O=C(O)c1ccc2c(c1)C(=O)N(c1cccc(C(=O)/C=C/c3ccccc3)c1)C2=O`?
OX1R antagonist: -1; CHT PAM: inactive

How did C=CCOc1ccc(CN(C)c2ccc(S(=O)(=O)N3CCN(C)CC3)cc2[N+](=O)[O-])cc1 do in these assays?
OX1R antagonist: -16

What do the screens show for `CCOc1ccc(S(=O)(=O)N2CCCC(C(=O)N3CCOCC3)C2)cc1` (stereo not given)?
OX1R antagonist: -3; CHT PAM: inactive

What do the screens show for `COc1ccc(N2CCN(C(c3cccs3)C(C)NC(=O)C(=O)N3CCCCC3)CC2)cc1` (stereo not given)?
OX1R antagonist: -37; CHT PAM: inactive

How did Nc1n[nH]c(-c2cccc([N+](=O)[O-])c2)n1 do in these assays?
OX1R antagonist: 0; CHT PAM: inactive

Results for COc1ccc(N2CCN(C(=O)c3ccc(N(C)S(=O)(=O)c4ccc(OC)cc4)cc3)CC2)cc1 ?
OX1R antagonist: -7; CHT PAM: inactive

How did CC(=O)NCCOc1cccc(OCCNC(C)=O)c1 do in these assays?
OX1R antagonist: -15; CHT PAM: inactive

How did Nc1nc(SCC(=O)NCc2ccc3c(c2)OCO3)n[nH]1 do in these assays?
OX1R antagonist: -15; CHT PAM: inactive

Results for CCCCN(C(=S)NC(=O)c1cc(OC)c(OC)c(OC)c1)c1c(N)n(Cc2ccccc2)c(=O)[nH]c1=O ?
OX1R antagonist: -19; CHT PAM: inactive

How did c1ccc(Nc2ccccc2Nc2ccccn2)nc1 do in these assays?
OX1R antagonist: 50*; CHT PAM: inactive

What do the screens show for `COC1CCCCC1Nc1cccc(SC)c1` (stereo not given)?
OX1R antagonist: -12; CHT PAM: inactive

How did C/C(=N/OC(=O)CC(C)C)c1cc(-c2ccc(Cl)cc2)no1 do in these assays?
OX1R antagonist: 4; CHT PAM: inactive

Results for COc1cc2c(cc1OC)C(c1cc3cc4c(cc3[nH]c1=O)OCO4)N(C(=O)C(C)C)CC2 (stereo not given) ?
OX1R antagonist: -14; CHT PAM: inactive

Results for CC1Cc2ccccc2N1C1=CC(=O)CC(C)(C)C1 (stereo not given) ?
OX1R antagonist: -2; CHT PAM: inactive

How did Cc1cc(C)c(C(=O)CSc2nnc(-c3cccnc3)n2C)c(C)c1 do in these assays?
OX1R antagonist: -3; CHT PAM: inactive

What do the screens show for `O=C(c1ccco1)N1CCN(C(=O)c2cc(-c3ccccc3F)no2)CC1`?
OX1R antagonist: -21; CHT PAM: inactive

Results for COc1ccc(Nc2ncnc3ccc(Br)cc23)c(OC)c1 ?
OX1R antagonist: -15; CHT PAM: inactive

What do the screens show for `COCCCN=C1NN=C(c2cc(C)n(-c3ccccc3)c2C)CS1`?
OX1R antagonist: -23; CHT PAM: inactive

What do the screens show for `Cc1onc(-c2ccccc2)c1CNS(=O)(=O)c1ccccc1`?
OX1R antagonist: -4; CHT PAM: inactive

Results for Cc1ccc(S(=O)(=O)n2[nH]c(=O)c(CCO)c2C)cc1 ?
OX1R antagonist: -13; CHT PAM: inactive

How did CCOC(=O)c1c(C)c(C(=O)N2CCCCCC2)c(C)n1C do in these assays?
OX1R antagonist: -26; CHT PAM: inactive

Structural class, the entries above containing a furan ring, fused or not (two)
Results for COc1ccc2oc(C(=O)N3CCN(C(c4ccccc4)c4ccccc4)CC3)c(C)c2c1 ?
OX1R antagonist: -24; CHT PAM: inactive

What do the screens show for `O=C(c1ccco1)N1CCN(C(=O)c2cc(-c3ccccc3F)no2)CC1`?
OX1R antagonist: -21; CHT PAM: inactive

Further structures.
What do the screens show for `COc1ccc(/C=C(\NC(=O)c2cccs2)C(=O)NCc2ccco2)cc1OC`?
OX1R antagonist: 9; CHT PAM: inactive

What do the screens show for `O=C(Cc1ccc(Br)cc1)OCC(=O)N1CCc2ccccc2C1`?
OX1R antagonist: -18; CHT PAM: inactive

What do the screens show for `COc1ccc(C2CC(=O)N3CN(c4ccc(C)c(Cl)c4)CSC3=C2C#N)cc1OC` (stereo not given)?
OX1R antagonist: -9; CHT PAM: inactive

How did CCOC(=O)c1sc(NC(=O)CS(=O)(=O)c2ccc(C)cc2)nc1C do in these assays?
OX1R antagonist: -12; CHT PAM: inactive

How did CC(Oc1ccccc1)C(=O)NC1CC(C)(C)NC(C)(C)C1 (stereo not given) do in these assays?
OX1R antagonist: -14; CHT PAM: inactive

How did COc1ccc(CCNCC(=O)Nc2c(C)cc(C)cc2C)cc1OC do in these assays?
OX1R antagonist: -22; CHT PAM: inactive

What do the screens show for `CC1CCC(NS(=O)(=O)c2ccc3c(c2)n(C)c(=O)c(=O)n3C)CC1` (stereo not given)?
OX1R antagonist: -20; CHT PAM: inactive

What do the screens show for `C/C(=C\C(=O)c1ccccc1)Nc1ccc2c(c1)OCO2`?
OX1R antagonist: -63; CHT PAM: inactive

What do the screens show for `O=C(N/N=C/c1cccn1-c1ccc([N+](=O)[O-])cc1)c1cccnc1`?
OX1R antagonist: -10; CHT PAM: inactive

What do the screens show for `CCOC(=O)C1=C(C)N=C2SC(C)C(=O)N2C1c1ccc(OCC)c(OCC)c1` (stereo not given)?
OX1R antagonist: -23; CHT PAM: inactive

How did O=C(NCCCN1CCOCC1)c1ccc2ccccc2c1 do in these assays?
OX1R antagonist: -11; CHT PAM: inactive

What do the screens show for `CCC1(C)Cc2ccccc2-c2nc[nH]c(=O)c21` (stereo not given)?
OX1R antagonist: -14; CHT PAM: inactive

What do the screens show for `CC(C)(C)N1C(=O)[C@H]2[C@@H](c3ccc(Br)cc3)N3C(=O)N(c4cccc(F)c4)C(=O)[C@@]3(C)[C@H]2C1=O`?
OX1R antagonist: -12; CHT PAM: inactive

How did Cc1ccc(NC(=S)NCCCN2CCOCC2)cc1C do in these assays?
OX1R antagonist: -18; CHT PAM: inactive

How did CCOC(=O)c1ccc(-c2c(-c3ccc(OC)cc3)oc(=O)c3cc(OC)c(OC)cc23)cc1F do in these assays?
OX1R antagonist: -32

Results for O=C(NCc1ccc(F)cc1)Nc1ccc(Cl)cc1 ?
OX1R antagonist: 18; CHT PAM: inactive

Results for CC(C)c1c(O)nc(SCCC(=O)O)[nH]c1=O ?
OX1R antagonist: -10; CHT PAM: inactive

Results for CCOc1ccc(NC(=O)Nc2cc(C)on2)cc1 ?
OX1R antagonist: -7; CHT PAM: inactive

How did CN(C)S(=O)(=O)c1ccc(Cl)c(NC(=O)COC(=O)CCC2CCCCC2)c1 do in these assays?
OX1R antagonist: -24

What do the screens show for `COc1ccc(CN(C(=O)c2cccs2)c2ccccc2)cc1`?
OX1R antagonist: -32; CHT PAM: inactive

What do the screens show for `CCOC(=O)NC(N(O)c1cccc(Cl)c1)C(Cl)(Cl)Cl` (stereo not given)?
OX1R antagonist: -9; CHT PAM: inactive

Results for CCOc1ccccc1C(=O)NCC(=O)OCC(=O)N1C(C)CCCC1C (stereo not given) ?
OX1R antagonist: -15; CHT PAM: inactive

What do the screens show for `Cc1ccc(NC(=O)Nc2cc(C(F)(F)F)c[nH]c2=O)cc1`?
OX1R antagonist: -29; CHT PAM: inactive

What do the screens show for `Cc1cc2occ(CC(=O)N(C)CC(=O)Nc3ccccc3Cl)c2cc1C`?
OX1R antagonist: -18; CHT PAM: inactive

How did COc1cccc(OCC(=O)Nc2ccc(OC)c(OC)c2)c1 do in these assays?
OX1R antagonist: -7; CHT PAM: inactive

This is a random part of the collection. About 0.83% of those tested had a hit in this group.
